CXXC DNA block: qHTS Fluorescence Polarization Assay for Inhibitors of MLL CXXC domain - DNA interaction. Histone-lysine N-methyltransferase 2A (Homo sapiens), Q03164. MLL-CXXC / FITC-HOXA9 DNA fluorescence polarization. Potency, µM (titrated, usually from 115 µM), inactives show top-dose activity change, negative = inhibition, actives largely listed as inhibitors. 290,000 compounds, 0.037% hits. AID 2662, 2010; active = well fitted inhibition curve with a large enough effect in the polarisation, with a control signal flat, not every such curve was filed as active; inconclusive = small, poorly fitted or top-dose-only effect, or effect the other way, or a change in a side signal; inactive = no such curve, though single readings can be large or run the other way; the % refers to the polarisation; also: potency is read from the fitted curve at half-maximal effect
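Fluorescence polarization: 7 uM MLL-CXXC (stock) preincubated 5 min with compounds, then 50 nM fluorescein-HOX-A9 DNA (stock) added; 30 min ambient. Buffer 50 mM Tris-HCl pH 7.5, 50 mM NaCl, 1 mM DTT, 0.05% BSA.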
AT treatment: qHTS Assay for Identifying a Potential Treatment of Ataxia-Telangiectasia; […] A-T fibroblasts, KAP-1 phosphorylation AlphaLISA; neocarzinostatin DNA damage 30 min before lysis; Potency, µM (doses to about 57.5 µM), without a hit: top-dose activation, usual class: activators; 320,000 compounds, 0.19% hits; AID 485349, 2010; also: potency is read from the fitted curve at half-maximal effect; % of control where 0% means no effect; nearly all actives have a fitted effect of over 45% in size
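ATM-like activity read as KAP-1 phosphorylation via AlphaLISA donor/acceptor antibody pairs after lysis and 6 hr at 25C. Cells were ATM-null patient fibroblasts ([…], hTERT), dosed 60 min, then exposed to the DSB inducer NCS for 30 min.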
TCR act: Activators of T cell receptors: qHTS campaign. primary human leukocytes, anti-CD3, IL-2 HTRF, 48 h. Potency, µM (doses to about 9.22 µM), for inactives: at the top dose activation of IL-2 secretion, actives largely listed as activators. 330,000 tested, under 10 active; also: % of control where 0% means no effect
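Primary human leukocytes incubated 48 hr with anti-CD3 beads plus compound, without co-stimulation. Secreted IL-2 measured by HTRF (europium cryptate/d2 anti-IL-2 pair, 320 nm excitation, 665 nm emission).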
TSG101-PTAP inh: qHTS Assay for Iinhibitors of HIV-1 Budding by Blocking the Interaction of PTAP/TSG101; Tumor susceptibility gene 101 protein (Homo sapiens), Q99816; Fluorescence polarization, FITC-PTAP peptide / Tsg101 binding; Potency, µM (top dose mostly 115 µM), for the others: at the highest dose activity change, negative = inhibition, usual class: inhibitors; 340,000 tested, under 10 active; AID 493005, 2010; active = well fitted inhibition curve with a large enough effect in the main read-out, with a control signal flat, not every such curve was filed as active; inconclusive = small, poorly fitted or top-dose-only effect, or effect the other way, or a change in a side signal; inactive = no such curve, though single readings can be large or run the other way; also: potency is read from the fitted curve at half-maximal effect; % of control where 0% means no effect
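Fluorescence polarization binding of Tsg101 binding domain (10 uM final) to FITC-labeled PTAP peptide (50 nM final) in HEPES pH 7.5 buffer with NaCl, Tween 20, EDTA, TCEP. Compounds added before peptide; binding 20 min at RT.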
ELG1 DNA repair: qHTS screen for small molecules that inhibit ELG1-dependent DNA repair in human embryonic kidney (HEK293T) cells expressing luciferase-tagged ELG1 | HEK293T ELG1-luciferase reporter, luminescence, 16 h; DNA damage induced by 5-fluorouridine | Potency, µM (series often up to 46.1 µM), for inactives: at the highest dose activity change, negative = inhibition, actives largely listed as inhibitors | 330,000 compounds, 2.3% hits; also: potency is read from the fitted curve at half-maximal effect; % is scaled to controls: 0 for no effect and ±100 for the full control effect; nearly all actives have a fitted effect of over 55% in size
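Step one: seed 2,000 cells per well. Step two: pin-transfer compound or DMSO alongside 5-fluorouridine. Step three: incubate 16 hr, 37 °C, 5% CO2. Step four: add ONE-Glo, wait 30 min, read luminescence.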
p53 reactivator: qHTS assay for re-activators of p53 using a Luc reporter; H1299 p53-A138V BP100-luciferase reporter, luminescence, 24 h; Potency, µM (highest dose often 92.2 µM), without a hit: at the top dose activity change, positive = activation, hits mostly activators; 320,000 compounds, 0.063% hits; also: potency is read from the fitted curve at half-maximal effect; % of control where 0% means no effect; nearly all actives have a fitted effect of over 45% in size
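H1299 (p53-null), stable ts p53-A138V + BP100-Luc; 1000 cells/well, Opti-MEM/10% FBS; cpd 4 pt, 1:5; 24 h, 37 deg C, 5% CO2; detection reagent 10 min RT; luminescence.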
BRCA1 expr act: qHTS Assay to Identify Small Molecule Activators of BRCA1 Expression; 380,000 compounds, 1.1% hits; Potency, µM (titrated, usually from 46.1 µM), for the others: at the highest dose activation, actives largely listed as activators; MCF7-BRCA1-FFLuc reporter, luminescence, 48 h; response scale: scaled: vehicle 0%, 10 µM genistein 100%; also: potency is read from the fitted curve at half-maximal effect; nearly all actives have a fitted effect of over 80% in size; some results filed as inactive show a strong effect at the top dose
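MCF7 cells carrying a BRCA1-firefly luciferase reporter (2000 cells/well, phenol-red free MEM) were attached for 2 h at 37 °C, then given compounds for 48 h. Luminescence was read 15 min after luciferase reagent; activity normalized to genistein (10 microM) and DMSO.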
TRPV1 agonist: HTS Assay for Compounds that Act as Agonists of the Vanilloid Receptor 1 | 320,000 compounds, 0.19% hits | activation, % at 8.33 µM | AID 540275, 2011 | TRPV1-expressing cells, Fluo-8 calcium influx, agonist mode; in the data active = activation above about 80%; inconclusive = between about 30% and that limit; also: 0% is about no effect
Target sequence (Q8NER1 whole entry, looked up): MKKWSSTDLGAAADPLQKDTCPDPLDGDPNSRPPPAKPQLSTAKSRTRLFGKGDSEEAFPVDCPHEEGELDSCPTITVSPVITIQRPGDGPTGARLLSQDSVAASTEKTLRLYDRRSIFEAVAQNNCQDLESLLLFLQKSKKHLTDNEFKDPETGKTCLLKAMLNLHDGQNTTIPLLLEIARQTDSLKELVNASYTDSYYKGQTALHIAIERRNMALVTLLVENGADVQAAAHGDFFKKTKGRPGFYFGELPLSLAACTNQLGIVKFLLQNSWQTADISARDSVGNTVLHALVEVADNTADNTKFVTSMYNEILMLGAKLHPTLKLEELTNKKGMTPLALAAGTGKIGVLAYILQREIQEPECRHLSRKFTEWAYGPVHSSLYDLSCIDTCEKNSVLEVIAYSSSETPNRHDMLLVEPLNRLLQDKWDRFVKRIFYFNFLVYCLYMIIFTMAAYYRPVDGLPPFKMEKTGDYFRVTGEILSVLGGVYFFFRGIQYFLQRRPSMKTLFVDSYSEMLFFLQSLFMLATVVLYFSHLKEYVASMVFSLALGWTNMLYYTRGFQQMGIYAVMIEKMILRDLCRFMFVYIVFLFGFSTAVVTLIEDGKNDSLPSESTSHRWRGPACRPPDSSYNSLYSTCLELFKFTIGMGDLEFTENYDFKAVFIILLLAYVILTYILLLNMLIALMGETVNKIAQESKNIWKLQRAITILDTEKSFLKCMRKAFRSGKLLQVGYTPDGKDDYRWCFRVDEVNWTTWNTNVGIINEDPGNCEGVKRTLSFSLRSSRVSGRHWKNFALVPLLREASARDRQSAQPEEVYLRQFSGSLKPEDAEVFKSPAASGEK
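Fluo-8 calcium influx in TRPV1-expressing cells, kinetic read (ex 480/em 520 nm). Compound added and read 3 min for agonist activity, followed by capsaicin at EC20 final and 2 min further read for enhancement.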
B2AR arrestin: qHTS assay of beta-arrestin-biased ligands of beta2-adrenergic receptor. Beta-2 adrenergic receptor (Homo sapiens), P07550. beta-arrestin recruitment to beta2AR, cell-based reporter. Potency, µM (highest dose often 46.1 µM), inactives show at the top dose activation, actives largely listed as activators. 330,000 compounds, 0.02% hits. AID 492947, 2010;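 also: potency is read from the fitted curve at half-maximal effect; 0% = DMSO controls and full agonism = EC100 isoproterenol or metaproterenol; nearly all actives have a fitted effect of over 65% in size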
Integrin act MD: qHTS for Activators of Integrin-Mediated Alleviation for Muscular Dystrophy. alpha7betagal myoblasts, beta-gal FDG fluorescence, 48 h. Potency, µM (series often up to 38.3 µM), without a hit: top-dose activation, usual class: activators. 350,000 compounds, 0.064% hits. AID 624291, 2012;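 also: potency is read from the fitted curve at half-maximal effect; 100% = response of the positive control SU9516; nearly all actives have a fitted effect of over 60% in size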
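alpha7betagal+/- myoblasts (passage 13, 250/well) treated 48 h at 37C with compounds at 1:260 dilution of DMSO stock. Lysed, then beta-galactosidase activity read as FDG fluorescence (ex 480/em 540) after 30 min, with pre-read for autofluorescence.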
Starred values were filed as active, the others as inactive; ? = inconclusive; . = no result given; [ ] = another dose, or the depositor's remark. Unless noted, calls follow the shape of the dose curve; as a rule, active = well fitted curve in the direction sought with a large enough effect; inconclusive = small, poorly fitted or top-dose-only effect, or another doubt; inactive = no such curve, though single readings can be large; an effect the other way counts as inactive or inconclusive. Random draw from the library; overall some 3.8% were active at least once.

SMILES	CXXC DNA block	AT treatment	TCR act	TSG101-PTAP inh	ELG1 DNA repair	p53 reactivator	BRCA1 expr act	TRPV1 agonist	B2AR arrestin	Integrin act MD
CCCCC(=O)N/N=C/c1cc([N+](=O)[O-])ccc1N1CCOCC1	-5%	6%	0%[46.1 µM]	-2%	-6%	-9%	-23%	-4	-0.5%	-6%
CC1(C)CCSC(/C=C/c2ccccc2)=N1	?	24%	4%	-4%	?	0%	-86%[inhibitor]	8	-0.5%	15%
CCc1ccc(OCc2nnc(SCc3ccc(C(=O)O)cc3)o2)cc1	-7%	7%	-22%	-2%	1%	5%	0%	-2	0.0%	-2%
O=C1C=C(O)C(n2cncn2)C(c2ccc3c(c2)OCO3)C1 (centres undefined)	10%	-4%	3%	-3%	-8%	2%	0%	-6	-0.1%	-19%
O=C(C1CCC(=O)N(C2CC2)C1)N1CCN(c2ccccc2Cl)CC1 (centres undefined)	5%	5%	-4%	2%	16%	1%	-15%	-1	0.0%	19%
COc1ccc(Cl)cc1NC(=O)CN1C(=O)CC(C)S(=O)(=O)c2ccccc21 (centres undefined)	8%	8%	-6%	1%	-7%	0%	-6%	-5	0.1%	16%
CCOC(=O)c1c(-c2ccc(C)cc2)csc1NC(=S)NC(=O)c1ccccc1	-4%	6%	.	-3%	?	-3%	-89%	0	0.0%	21%
CCCCOc1ccc(/C=N/NC(=O)c2nnn(-c3nonc3N)c2C)cc1	-1%	-1%	9%	0%	7%	2%	-2%	0	0.1%	-53%[inhibitor]
COc1cc(OC)cc(C(=O)N/N=C(\C)CC(=O)Nc2ccccn2)c1	19%	-1%	1%	1%	?	2%	-25%	-3	-0.3%	2%
Cc1nc(NC(=O)c2csc3ccccc23)sc1C	2%	6%	-6%	-3%	?	.	-11%	21	-0.1%	-47%[inhibitor]
CCN(CC)C(=O)C(=O)c1cccn1-c1ccccc1C#N	1%	1%	-1%	0%	9%	-1%	8%	-1	0.0%	3%
CCc1ccc(C(=O)Cn2ncc(Cl)c(Cl)c2=O)cc1	-2%	-8%	5%	-1%	-12%	-28%	-79%	?	0.4%	-66%[inhibitor]
Cc1ccc(NC(=O)COn2nnc3ccc(S(=O)(=O)N(C)C)cc32)cc1F	5%	3%	4%	-1%	-14%	-3%	-51%	2	0.4%	1%
Cc1ccc(C(=O)N(c2ccccn2)C(C)c2ccco2)cc1 (centres undefined)	-9%	10%	6%	-7%	-1%	-1%	17%	3	0.5%	4%
CNC(=O)c1ccccc1NC(=O)c1cccc(S(=O)(=O)N2CCC(C)CC2)c1	-7%	-15%	0%	-8%	?	-1%	-35%	?	-0.6%	-14%
CCOc1cc(C(=O)N/N=C/C(Br)=C/c2ccccc2)cc(OCC)c1OCC	10%	10%	1%[46.1 µM]	-4%	-21%	25%	-76%	1	-0.8%	-28%
O=C(O)c1nc(N2CCOCC2)nc(N2CCOCC2)n1	0%	-1%	-10%[46.1 µM]	-7%	6%	-5%	2%	-1	0.0%	?
CCN(C(=O)c1cc2c(=O)[nH]c3ccc(C)cc3c2s1)c1ccc(OC)cc1	5%	1%	-7%	-3%	?	0%	0%	12	-0.4%	37%
Nc1nc(-c2ccccc2)c(N=Nc2ccc(Cl)cc2)s1	4%	-9%	4%[46.1 µM]	1%	3%	0%	-26%	-1	-1.1%	-4%
Cc1ccc(C(=O)NN2C(=O)C3C(C2=O)C2C=CC3C23CC3)cc1 (centres undefined)	9%	1%	8%	0%	0%	-5%	-6%	1	0.0%	-4%
NC(=O)c1c(NC(=O)C2COc3ccccc3O2)sc2c1CCN(Cc1ccccc1)C2 (centres undefined)	29%	8%	1%	?	13%	2%	-22%	15	-0.2%	-31%
C[n+]1cccc(C(=O)Nc2ccccc2)c1	10%	4%	5%	-3%	12%	5%	7%	-2	-0.6%	-20%
O=C1/C(=C\Nc2ccc(Cl)cc2)CCN1c1ncccn1	-10%	-4%	1%	-1%	?	16%	?	11	-0.6%	14%
CC1(C)C(=O)Nc2ccccc2N1C(=O)COC(=O)c1ccc([N+](=O)[O-])o1	.	24%	-5%	-5%	5%	?	17%	.	-0.4%	3%
CCOC(=O)N1CCN(c2ccc(C(=O)CC)cc2F)CC1	3%	2%	6%	-1%	?	7%	38%	14	0.2%	-12%

Molecules from the list above with a nitro group on carbon (2):
SMILES	CXXC DNA block	AT treatment	TCR act	TSG101-PTAP inh	ELG1 DNA repair	p53 reactivator	BRCA1 expr act	TRPV1 agonist	B2AR arrestin	Integrin act MD
CCCCC(=O)N/N=C/c1cc([N+](=O)[O-])ccc1N1CCOCC1	-5%	6%	0%[46.1 µM]	-2%	-6%	-9%	-23%	-4	-0.5%	-6%
CC1(C)C(=O)Nc2ccccc2N1C(=O)COC(=O)c1ccc([N+](=O)[O-])o1	.	24%	-5%	-5%	5%	?	17%	.	-0.4%	3%

Next section:
SMILES	CXXC DNA block	AT treatment	TCR act	TSG101-PTAP inh	ELG1 DNA repair	p53 reactivator	BRCA1 expr act	TRPV1 agonist	B2AR arrestin	Integrin act MD
CC(/C=C/c1cccc([N+](=O)[O-])c1)=N/NC(=O)c1cccnc1	6%	-1%	-10%[46.1 µM]	3%	-17%	3%	-40%	-2	-1.1%	-39%
Cc1ccc(C)c(C(=O)CSc2nc3ccccc3c(=O)[nH]2)c1	0%	7%	3%	0%	10%	1%	1%	1	-0.2%	?
CCc1ccc(C2C(C#N)=C(N)SC(N)=C2C#N)s1	69%[activator]	-13%	-6%	10%	?	17%	-3%	1	0.0%	-10%
CCn1c2ccccc2c2nc3cc(S(=O)(=O)N4CCOCC4)ccc3nc21	-16%	2%	8%	-2%	?	6%	-35%	?	0.0%	15%
C=CCN(C(=O)c1csnn1)C(C(=O)NC1CCCCC1)c1ccc(F)cc1 (centres undefined)	1%	-7%	5%	-1%	0%	3%	-23%	11	-0.8%	10%
CCN(CC(O)CON=C1c2ccccc2-c2ccccc21)S(=O)(=O)c1ccc(Cl)cc1 (centres undefined)	11%	6%	-3%[46.1 µM]	-3%	?	11%	-81%	2	-0.5%	-9%
CCC(C)C(NC(=O)c1ccc(Cl)cc1)C(=O)O (centres undefined)	-2%	-3%	7%	-3%	11%	-9%	11%	0	-0.8%	6%
COc1ccc(Cl)cc1NC(=O)CN(C)S(=O)(=O)c1cccs1	-1%	0%	-1%	0%	0%	-9%	0%	13	-0.5%	-20%
O=C(CNC(=O)c1ccc(Cl)cc1Cl)OCCOc1ccccc1	.	16%	-1%	-7%	?	1%	34%	2	0.4%	13%
CCC(C)(c1nnnn1-c1c(C)cccc1C)N(N=O)c1ccccc1Cl (centres undefined)	-4%	-2%	3%[46.1 µM]	-1%	-8%	6%	-39%	2	-0.8%	?
Nc1ccc(-c2ccc(N)c([N+](=O)[O-])c2)cc1[N+](=O)[O-]	-1%	-1%	-3%	0%	2%	-6%	16%	-4	0.0%	?
O=C(CSc1ccc(Br)cc1)N1CCN(C(=O)c2ccco2)CC1	1%	-2%	-2%	-4%	-3%	-1%	-6%	8	0.2%	-16%
COc1ccc(C(=O)N(C)C2(C)CCS(=O)(=O)C2)cc1OC (centres undefined)	.	0%	2%	-7%	4%	5%	6%	-2	0.1%	24%
CC(C)CCc1c(O)nc(SCC(C)C)[nH]c1=O	14%	-3%[11.5 µM]	4%	-1%	0%	-2%	22%	-1	0.1%	14%
Cc1ccc(C(=O)N2CCc3ccccc32)cc1NC(=O)c1ccco1	-3%	-1%	-6%	-5%	-18%	1%	-29%	1	-0.2%	10%

Some of these compounds in order of their number in Integrin act MD, descending:
structure | CXXC DNA block | TCR act | TSG101-PTAP inh | p53 reactivator | TRPV1 agonist | B2AR arrestin | Integrin act MD
COc1ccc(C(=O)N(C)C2(C)CCS(=O)(=O)C2)cc1OC (centres undefined) | . | 2% | -7% | 5% | -2 | 0.1% | 24%
CC(C)CCc1c(O)nc(SCC(C)C)[nH]c1=O | 14% | 4% | -1% | -2% | -1 | 0.1% | 14%
O=C(CNC(=O)c1ccc(Cl)cc1Cl)OCCOc1ccccc1 | . | -1% | -7% | 1% | 2 | 0.4% | 13%
CCN(CC(O)CON=C1c2ccccc2-c2ccccc21)S(=O)(=O)c1ccc(Cl)cc1 (centres undefined) | 11% | -3%[46.1 µM] | -3% | 11% | 2 | -0.5% | -9%
CCc1ccc(C2C(C#N)=C(N)SC(N)=C2C#N)s1 | 69%[activator] | -6% | 10% | 17% | 1 | 0.0% | -10%

Source: PubChem
